Screening data as filed in PubChem.
TCR CD3 inh: blocks the human TCR-CD3 interaction | inhibition, % at 9.4 µM | AID 651800 | actives 0.37% (n = 360,000) | TAMRA-labeled TCR probe fluorescence, biochemical; in the data active means inhibition above about 19%;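 further: recombinant mutant TCR 2C K166C tagged with TAMRA read by polarization; 0% = receptor in buffer alone and 100% = receptor with positive control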
Tn6 DDE FP: DD(E)-Tn6 binding inhibition, primary FP screen; P02675; Fibrin DD(E) TRITC-Tn6 fluorescence polarization displacement; inhibition, % at 8.3 µM; actives 0.21% (n = 370,000); AID 720509;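 active means inhibition above a per-campaign cutoff: mean of compounds within control limits plus 3 SD, cut at about 15% in these data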;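 further: 0% = median of all compound wells on the plate and 100% = blocking peptide control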
LEDGF integ inh: blocks HIV-1 LEDGF/p75-dependent DNA integration | TR-FRET IN-LEDGF/p75 DNA integration, Eu/Cy5 | inhibition, % at 3.7 µM | actives 0.64% (n = 370,000) | AID 743269;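 active means inhibition above the screen-wide mean plus 3 SD, cut at about 13% in these data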;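 further: signal is the Cy5 over europium emission ratio at 671 and 618 nm; 0% = plate median of compound wells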
PRMT1 FP inh: blocks human protein arginine methyltransferase 1; Q99873; recombinant PRMT1, activity-based probe fluorescence polarization; inhibition, % at 2.79 µM; actives 1.3% (n = 370,000); AID 652257;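 active means inhibition above about 21% made by adding two undisclosed values, limit read from the data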
proKLK7 act: activates the human kallikrein-7 zymogen | P49862 | purified proKLK7, EDANS-DABCYL substrate fluorescence; 100% is mature enzyme control, 0% vehicle | activation, % at 7 µM | actives 0.9% (n = 370,000) | AID 652039;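 active means activation above the mean of all tested compounds plus 3 SD, computed per campaign excluding outliers beyond control limits, cut at about 13% in these data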
UHRF1 binding: human UHRF1 methylated DNA binding inhibitors | actives 0.75% (n = 370,000) | Q96T88 | inhibition, % at 4.4 µM | UHRF1 binding to methylated oligo, TR-FRET; in the data active means inhibition above about 21%;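 further: UHRF1 SRA domain binding a hemimethylated CpG hairpin DNA probe; 0% = median of test compound wells and 100% = reference inhibitor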
MBD2 inh: MBD2-methylated oligo binding inhibition; Q9UBB5; TR-FRET, MBD2 binding to methylated oligonucleotide; inhibition, % at 4.4 µM; actives 0.31% (n = 370,000); AID 686964; in the data active means inhibition above about 13%
Target sequence (Q9UBB5 whole entry, looked up): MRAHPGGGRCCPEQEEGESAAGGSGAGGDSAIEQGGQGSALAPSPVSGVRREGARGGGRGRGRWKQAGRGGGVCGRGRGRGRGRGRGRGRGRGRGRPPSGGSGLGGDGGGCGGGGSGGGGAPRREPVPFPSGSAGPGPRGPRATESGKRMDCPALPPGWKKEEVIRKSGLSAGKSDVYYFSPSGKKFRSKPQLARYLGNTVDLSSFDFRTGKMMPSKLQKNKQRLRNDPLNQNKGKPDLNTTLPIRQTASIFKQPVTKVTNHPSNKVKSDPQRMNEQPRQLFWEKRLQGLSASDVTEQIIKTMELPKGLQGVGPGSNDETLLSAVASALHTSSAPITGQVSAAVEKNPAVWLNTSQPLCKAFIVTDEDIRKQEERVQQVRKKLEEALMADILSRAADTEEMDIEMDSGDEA
SIAE inh: human SIAE inhibition, primary screen; Q9HAT2; SIAE FP-Rh probe binding, fluorescence polarization; inhibition, % at 9.66 µM; actives 0.69% (n = 370,000);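 active means inhibition above a cutoff: mean of compounds within the control limits plus 3 SD of those, cut at about 17% in these data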;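 further: 0% = plate median of compound wells and 100% = probe without SIAE protein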
Target sequence (Q9HAT2 whole entry, looked up): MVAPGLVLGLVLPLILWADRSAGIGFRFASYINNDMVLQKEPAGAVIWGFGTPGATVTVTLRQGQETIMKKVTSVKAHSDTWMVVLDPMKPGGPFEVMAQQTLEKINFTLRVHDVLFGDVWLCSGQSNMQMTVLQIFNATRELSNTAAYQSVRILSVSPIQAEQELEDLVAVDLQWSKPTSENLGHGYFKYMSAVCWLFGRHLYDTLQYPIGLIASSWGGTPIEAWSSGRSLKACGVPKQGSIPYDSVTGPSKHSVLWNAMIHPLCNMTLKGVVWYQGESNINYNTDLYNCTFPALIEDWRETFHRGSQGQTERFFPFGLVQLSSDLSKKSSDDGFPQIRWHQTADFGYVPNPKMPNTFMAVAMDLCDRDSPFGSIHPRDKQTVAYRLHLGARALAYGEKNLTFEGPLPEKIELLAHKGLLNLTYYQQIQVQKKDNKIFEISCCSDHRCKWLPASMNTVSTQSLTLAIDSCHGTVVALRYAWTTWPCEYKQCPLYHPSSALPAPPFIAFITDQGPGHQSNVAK
Tn7 DDE FP: disrupts Tn7 cyclic peptide binding to fibrin D-Dimer-E complex; P02675; inhibition, % at 8.3 µM; actives 0.13% (n = 370,000); FP displacement of FITC-Tn7 peptide from fibrin DD(E); 0% = median of compound wells per plate;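 active means inhibition above the mean of compounds falling within the control limits plus 3 SD of them, cut at about 14% in these data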;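 further: 0% = plate median of compound wells and 100% = 10 µM Aha-Tn7 peptide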
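Assay system: human fibrin DD(E). Input: DD(E) 2 µM final. Medium: Tris buffer with calcium and detergent, pH 7.8. Compound dosing: single point at 8.3 µM. Timing: 10 min plus 3 h, room temperature. Technique: fluorescence polarization of the labelled Tn7 tracer. Read-out: percent inhibition. Replicates: singlicate testing.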
TDP2 absorb: blocks human TDP2 phosphodiesterase activity; O95551; recombinant TDP2, T5PNP hydrolysis, p-nitrophenol absorbance 415 nm; inhibition, % at 12.8 µM; actives 0.34% (n = 370,000);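 active means inhibition above the mean of all tested compounds plus 3 SD, set per campaign, cut at about 25% in these data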;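 further: 0% = DMSO with enzyme and 100% = buffer with substrate but no TDP2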
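Material: recombinant human TDP2; quantity: TDP2 enzyme at 120 nM final; medium: Tris-HCl pH 7.5 with MgCl2; compound: single concentration, 12.8 µM nominal, with 1% DMSO; incubation: 2 h enzyme incubation at 37 °C; signal: epi absorbance; measure: percent inhibition; benchmarks: high control without enzyme, low control DMSO plus TDP2; repeats: singlicate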
Numbers without * were called inactive; · = not tested or not shown.

1	COc1ccc(CN2C(=O)c3cccc4cccc2c34)cc1F
2	COC(=O)c1ccccc1NC(=S)NC(NC(=O)COc1ccccc1)C(Cl)(Cl)Cl (configuration not stated)
3	CC(C)CC1C(=O)N(Cc2cn(CCC3OCCO3)nn2)CCS(=O)(=O)N1Cc1ccc(-c2ccncc2)cc1 (configuration not stated)
4	Nc1[nH]c(C(=O)c2ccccc2)c(-c2ccc(Br)cc2)c1C(=O)NC1CCCCC1
5	Cn1c(C(=O)N2CCCC(C(=O)NCc3cccs3)C2)cc2sccc21 (configuration not stated)
6	O=C(c1c(F)c(F)c(F)c(F)c1F)N1CCc2ccccc21
7	O=S(=O)(NCc1ccccc1)[C@@H]1CC2C=CC1C2 (some centres not stated)
8	CC1CCC(NC(=O)C2(C)CCC(=O)N2Cc2cccnc2)CC1 (configuration not stated)
assay / compound	1	2	3	4	5	6	7	8
TCR CD3 inh	10	3	-1	-3	1	10	0	9
Tn6 DDE FP	-1	-3	-10	-6	2	3	5	-4
LEDGF integ inh	1	2	2	-3	6	0	1	4
PRMT1 FP inh	1	0	-6	1	4	1	0	-3
proKLK7 act	2.8	-0.7	0.2	0.1	0.2	-0.2	-0.1	0.8
UHRF1 binding	5	-4	-2	-1	0	0	1	-3
MBD2 inh	-1	-1	-3	-2	-5	-2	-3	-4
SIAE inh	1	-4	-2	-8	-1	2	2	1
Tn7 DDE FP	-1	5	-2	0	-8	1	-4	9
TDP2 absorb	14	6	-1	1	-9	5	4	0

9	CCNC(=S)N1CCC(c2nc3cc(C)c(C)cc3[nH]2)CC1
10	N#C/C(=C/c1ccc(O)c(O)c1)c1nc2ccccc2[nH]1
11	O=[N+]([O-])c1ccc(N2CCN(S(=O)(=O)c3ccc4ccccc4c3)CC2)cc1NCC1CCCO1 (configuration not stated)
12	Cc1cc(C)c2c3c(sc2n1)C(=O)N(c1ccccc1)CC(=O)N3
13	CCOc1ccc2nc(N3CCCC(C(=O)NCC4CCCO4)C3)sc2c1 (configuration not stated)
14	Cc1ccc(S(=O)(=O)N2CCCCC2)cc1C(=O)Nc1ccc(S(=O)(=O)Nc2ncccn2)cc1
15	O=C(CCC(=O)Nc1ccccc1)NNC(=O)c1ccco1
16	CC(C)=CCC/C(C)=C/C=N/NC(=O)c1cccc([N+](=O)[O-])c1
assay / compound	9	10	11	12	13	14	15	16
TCR CD3 inh	2	36*	-3	2	4	-4	-2	2
Tn6 DDE FP	-4	-18	-1	-2	3	-5	4	-2
LEDGF integ inh	-1	7	-1	1	-1	5	-1	-2
PRMT1 FP inh	-1	42*	-3	1	-2	1	2	-2
proKLK7 act	-0.2	3.4	0.8	-0.6	-0.2	0.2	0.5	0.1
UHRF1 binding	4	-6	5	7	0	16	2	-8
MBD2 inh	1	-1	0	2	-2	2	7	-1
SIAE inh	-3	29*	-3	-4	-5	4	5	-1
Tn7 DDE FP	-4	-2	-8	-6	-4	0	-3	3
TDP2 absorb	-2	-6	-6	-6	2	0	-1	0

17	NS(=O)(=O)c1ccc(CCNC(=O)c2ccccc2Cc2ccccc2)cc1
18	O=C(c1ccccc1F)N1CCN(Cc2nc3sc4c(c3c(=O)[nH]2)CCCC4)CC1
19	O=C1NC[C@H](Cc2ccccc2)N(CC2CCN(CCCCc3ccccc3)CC2)C1=O
20	COc1ccc(NC(=O)CN(C)C(=O)CSc2ccc3c(c2)OCCO3)cc1
21	C[C@H]1CCC/C=C/C(=O)c2c(cc(O)c(Cl)c2O)CC(=O)O1
22	CCCCCCn1cc(CN2CC(N3CCCC3)CS2(=O)=O)nn1 (configuration not stated)
23	Cc1ccc(S(=O)(=O)N2CCC(=O)N([C@H](COCc3ccc(Cl)cc3)C(C)C)CC2)cc1
24	Nc1[nH]c(C(=O)c2ccccc2)c(-c2ccc(Br)cc2)c1C(=O)c1cccs1
assay / compound	17	18	19	20	21	22	23	24
TCR CD3 inh	-8	5	2	10	·	-3	-4	8
Tn6 DDE FP	-7	2	-8	5	-1	-6	-5	4
LEDGF integ inh	-1	0	4	1	11	1	-1	2
PRMT1 FP inh	4	2	-2	15	7	2	3	0
proKLK7 act	0.6	-0.4	0.6	1.1	-0.1	0.0	-0.2	0.5
UHRF1 binding	2	-1	0	-3	-1	7	2	-1
MBD2 inh	-1	0	-2	1	-1	2	9	-5
SIAE inh	2	-2	2	-13	-1	1	-4	-4
Tn7 DDE FP	1	3	-2	7	-3	-1	0	-3
TDP2 absorb	-1	-1	3	-27	3	2	8	-8

25	CC(=O)c1ccc(N2CCN(C(=O)c3ccc(Cl)c(S(=O)(=O)NC4CC4)c3)CC2)c(F)c1
26	C=CCNC(=O)c1c(CS(=O)(=O)c2ccccc2)noc1C(=O)NCc1ccccc1
27	COc1ccc(NC2=CC(c3ccc(OC)c(OC)c3)N(c3ccc(OC)cc3)C2=O)cc1 (configuration not stated)
28	O=C(Cn1cncc1-c1ccc([N+](=O)[O-])cc1)Nc1cccc2ccccc12
29	COC(=O)c1cnc(Oc2ccc(NC(=O)NC(=O)c3c(OC)cccc3OC)cc2)cc1C(F)(F)F
30	COc1ccc(CNC(=O)Cn2cc([N+](=O)[O-])nc2C)cc1
31	CCc1cc(C(=O)NCCN(C)C)cs1
32	CCc1ccc2c(c1)cc(CN(C(=S)Nc1ccccc1Cl)C1CC1)c1nnnn12
assay / compound	25	26	27	28	29	30	31	32
TCR CD3 inh	9	6	3	-4	-2	-3	4	2
Tn6 DDE FP	-3	-3	-3	3	-2	1	0	-2
LEDGF integ inh	-2	2	-7	1	-1	1	-1	0
PRMT1 FP inh	3	-4	8	1	3	-1	0	-2
proKLK7 act	0.8	0.2	-0.5	-0.4	-0.6	-0.6	-0.3	0.0
UHRF1 binding	-3	1	2	0	1	-1	5	-1
MBD2 inh	-4	-4	-6	3	5	0	6	2
SIAE inh	12	-3	8	-35	-16	-1	-4	-1
Tn7 DDE FP	1	-2	-4	-2	-3	-6	-2	-1
TDP2 absorb	-4	9	-9	11	-3	7	0	6

Copied from the list:
compound 26 – Tn7 DDE FP: -2
compound 28 – SIAE inh: -35

(more compounds)
33	O=C(N/N=C/c1ccccc1Cl)c1ccncc1
34	O=C(c1cc(F)ccc1F)N1CCC(Oc2cccnc2)CC1
35	CCN(CC)CCn1c(SCC(=O)Nc2cccc(OC)c2)nc2c(sc3ccccc32)c1=O
36	COC(=O)c1ccccc1NC(=O)CNC(=O)c1ccc(OC)c(OC)c1
37	CCc1ccc(NC2CC(=O)N(c3ccc(OC)cc3OC)C2=O)cc1 (configuration not stated)
38	O=C(O)/C(=C\c1ccc(Cl)cc1)c1ccc(F)cc1
39	COc1cc(C=O)ccc1OCC(=O)N1CCCC1
40	OCCN(CCO)Cc1csc2ccccc12
assay / compound	33	34	35	36	37	38	39	40
TCR CD3 inh	-2	·	4	4	-3	3	-7	9
Tn6 DDE FP	-12	-1	-3	4	-6	-6	5	3
LEDGF integ inh	1	3	-2	0	-4	4	3	-1
PRMT1 FP inh	3	-2	19	-3	0	-5	-1	-2
proKLK7 act	-0.3	0.6	-0.9	0.0	0.5	0.2	-0.2	-0.9
UHRF1 binding	-3	-3	-4	1	-1	1	3	3
MBD2 inh	0	-3	1	3	0	-2	-2	-1
SIAE inh	1	-9	-3	6	6	-2	6	-1
Tn7 DDE FP	-3	2	2	7	4	-8	-3	5
TDP2 absorb	2	8	0	12	5	4	-1	10

Reprinted at random: five records from the list, in no set order.
36	COC(=O)c1ccccc1NC(=O)CNC(=O)c1ccc(OC)c(OC)c1
37	CCc1ccc(NC2CC(=O)N(c3ccc(OC)cc3OC)C2=O)cc1 (configuration not stated)
34	O=C(c1cc(F)ccc1F)N1CCC(Oc2cccnc2)CC1
35	CCN(CC)CCn1c(SCC(=O)Nc2cccc(OC)c2)nc2c(sc3ccccc32)c1=O
39	COc1cc(C=O)ccc1OCC(=O)N1CCCC1
assay / compound	36	37	34	35	39
TCR CD3 inh	4	-3	·	4	-7
Tn6 DDE FP	4	-6	-1	-3	5
LEDGF integ inh	0	-4	3	-2	3
PRMT1 FP inh	-3	0	-2	19	-1
proKLK7 act	0.0	0.5	0.6	-0.9	-0.2
UHRF1 binding	1	-1	-3	-4	3
MBD2 inh	3	0	-3	1	-2
SIAE inh	6	6	-9	-3	6
Tn7 DDE FP	7	4	2	2	-3
TDP2 absorb	12	5	8	0	-1

Other compounds follow:
41	CCCS(=O)(=O)NC(=O)C1(C)CCN(C(=O)Cc2ccc(OC)c(OC)c2)C1 (configuration not stated)
42	CCOC(=O)N1CCN(CCC(=O)Nc2ccc(C)cc2)CC1
43	O=C(NC(=O)N1CCCc2ccccc21)c1ccccc1
44	Cc1ccc(-c2nnn(CC(=O)NCCc3ccc4c(c3)OCO4)n2)cc1
45	CC(C)(C)OC(=O)N1CCC2(CC1)Oc1ccc(Cl)cc1C(=O)C21CC(c2ccc(Cl)cc2)=NO1 (configuration not stated)
46	CNC(=O)/C=C1\NC(C)(C)Cc2c1ccc1ccccc21
assay / compound	41	42	43	44	45	46
TCR CD3 inh	-8	-2	4	-1	3	1
Tn6 DDE FP	0	-6	8	1	7	-7
LEDGF integ inh	-2	1	3	-1	0	-1
PRMT1 FP inh	7	-2	-4	-5	1	12
proKLK7 act	0.3	0.0	0.2	0.0	0.3	2.1
UHRF1 binding	3	3	3	-2	-2	2
MBD2 inh	0	2	0	-3	0	-4
SIAE inh	8	-4	-1	1	2	-2
Tn7 DDE FP	2	-4	-7	1	-10	1
TDP2 absorb	-5	-10	-5	-3	2	-12
